TGFb SMAD3 inh: inhibitors of TGF-b signaling; HepG2 CAGA-GFP TGF-b/SMAD3 reporter, GFP fluorescence, 18 h; TGF-beta stimulated, 500 pg/mL final; AID 588855; actives 1.2% (n = 410,000); Potency, µM (series often up to 46.1 µM), for the others: at the highest dose activity, negative = inhibition, most hits filed as inhibitors; further: on the % scale 0 is the no-effect control and ±100 the full control effect; nearly all actives have a fitted effect of over 65% in size
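HEPG2 CAGA-GFP reporter cells (1000/well, DMEM with 1% FBS) received compounds, then recombinant TGF-beta at 500 pg/mL final for 18 hours at 37 degrees C. Per-cell GFP summed per well was normalised to unstimulated and stimulated DMSO controls before curve fitting.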
EPAC2 antag: antagonists of human EPAC2. Q8WZA2. EPAC2 GEF exchange of Rap1B-BODIPY-GDP, fluorescence. Potency, µM (series often up to 114 µM), for inactives: at the top dose activity, negative = inhibition, actives largely listed as inhibitors. actives 0.18% (n = 360,000); further: on the % scale 0 is the no-effect control and ±100 the full control effect; nearly all actives have a fitted effect of over 45% in size; many of its hits are not listed in these tables
Target sequence (Q8WZA2 whole entry, looked up): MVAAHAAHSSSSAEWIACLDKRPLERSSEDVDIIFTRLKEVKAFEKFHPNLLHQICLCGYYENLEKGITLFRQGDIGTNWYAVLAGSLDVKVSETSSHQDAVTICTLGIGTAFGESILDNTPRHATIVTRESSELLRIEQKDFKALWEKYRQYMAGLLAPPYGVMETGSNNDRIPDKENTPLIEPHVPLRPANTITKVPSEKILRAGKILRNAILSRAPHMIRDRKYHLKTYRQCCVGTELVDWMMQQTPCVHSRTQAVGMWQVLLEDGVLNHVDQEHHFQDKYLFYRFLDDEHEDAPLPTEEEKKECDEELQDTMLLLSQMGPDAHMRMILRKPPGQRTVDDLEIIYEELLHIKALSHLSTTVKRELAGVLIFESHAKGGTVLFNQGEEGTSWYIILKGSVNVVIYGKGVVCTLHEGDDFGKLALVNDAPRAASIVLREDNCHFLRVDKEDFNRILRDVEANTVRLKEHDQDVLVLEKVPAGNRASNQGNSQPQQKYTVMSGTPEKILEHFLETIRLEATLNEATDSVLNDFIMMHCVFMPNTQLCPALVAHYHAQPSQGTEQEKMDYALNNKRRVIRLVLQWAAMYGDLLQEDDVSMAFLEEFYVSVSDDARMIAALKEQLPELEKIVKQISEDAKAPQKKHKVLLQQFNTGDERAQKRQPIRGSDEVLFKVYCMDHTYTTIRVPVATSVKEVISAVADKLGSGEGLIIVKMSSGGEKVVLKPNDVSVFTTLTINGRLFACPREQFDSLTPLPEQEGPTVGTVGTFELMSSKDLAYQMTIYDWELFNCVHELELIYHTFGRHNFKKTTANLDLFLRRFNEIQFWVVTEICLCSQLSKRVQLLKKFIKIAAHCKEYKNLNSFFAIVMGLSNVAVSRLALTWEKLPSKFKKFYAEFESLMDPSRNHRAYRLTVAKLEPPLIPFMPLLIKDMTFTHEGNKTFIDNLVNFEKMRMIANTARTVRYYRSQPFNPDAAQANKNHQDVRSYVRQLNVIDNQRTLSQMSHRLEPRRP
ATXN2 expr inh: ATXN2 expression inhibition | HEK-293 ATXN2-luciferase reporter, luminescence, 24 h | Potency, µM (highest dose often 57 µM), for inactives: at the top dose activity change, negative = inhibition, most hits filed as inhibitors | actives 0.72% (n = 360,000); further: on the % scale 0 is the no-effect control and ±100 the full control effect; nearly all actives have a fitted effect of over 55% in size
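ATXN2-luciferase reporter cells (luciferase flanked by upstream and downstream ATXN2 gene portions) were treated 24 h at 37 °C with compounds at up to 57 uM. SteadyGlo luminescence gave expression; GF-AFC fluorescence gave viability.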
HepG2 viability: counter-screen for TGF-b inhibitors: cytotoxicity in HepG2 cells | HepG2 CAGA-GFP viability, ATP luminescence, 18 h | Potency, µM (titrated, usually from 46.1 µM), without a hit: top-dose activity change, negative = cytotoxicity, hits mostly cytotoxic | actives 0.76% (n = 410,000); further: some results filed as inactive show a strong effect at the top dose
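CellTiter-Glo luminescence gave cytotoxicity after 18 hours at 37 degrees C. The cells were HepG2 CAGA-GFP in 1% FBS DMEM, stimulated with 500 pg/mL TGF-beta after compound addition. %Activity was normalised to no-cell wells (complete cell-killing) and DMSO (no toxicity), and curves were fitted and classified.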
A549 viability: counter-screen for Nrf2 inhibitors: cytotoxicity in A549 cells. A549 ARE-Fluc cells, CellTiter-Fluor viability, 18-24 h. AID 504648. Potency, µM (doses to about 46 µM), for the others: top-dose activity change, negative = cytotoxicity, most hits filed as inhibitors. actives 0.16% (n = 390,000); further: on the % scale 0 is the no-effect control and ±100 the full control effect
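A549 ARE-Fluc cells in 5% FBS OPTI-MEM, 5000 cells/well, rested 2 h then exposed to compounds in concentration-response for 18-24 h at 37 °C. Viability by CellTiter-Fluor fluorescence (Ex 405/Em 525) after 30 min; luciferase luminescence (BugLite, 15 min, RT) read afterwards.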
MCF10A rereplic: inducers of DNA re-replication in MCF 10A breast cells | MCF 10A DNA re-replication, Hoechst nuclear intensity, 48 h | Potency, µM (top dose mostly 46.1 µM), for inactives: at the top dose activity, positive = re-replication, usual class: activators | actives 2.9% (n = 350,000) | AID 624296; further: % of control where 0% means no effect; nearly all actives have a fitted effect of over 50% in size
ATXN viability: reduces viability in counter-screen for ATXN expression inhibitors; Potency, µM (top dose mostly 56.7 µM), usual class: cytotoxic; S2 cells (HEK-293 line with an ATXN2-luciferase reporter) viability, CellTiter-Fluor protease fluorescence, 24 h; AID 651635; actives 0.49% (n = 400,000); further: nearly all actives have a fitted effect of over 40% in size
Nrf2 ARE act: activates Nrf2 signaling | actives 0.31% (n = 410,000) | Potency, µM (highest dose often 46.1 µM), for the others: at the highest dose activation, most hits filed as activators | AREc32 ARE-luciferase reporter (MCF7-derived line), luminescence, 24 h | AID 624171; further: % of control where 0% means no effect; nearly all actives have a fitted effect of over 65% in size
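Luminescent ARE reporter assay in AREc32_Fluc cells: overnight plating at 37 deg C, 24 hr compound incubation, Steady-Glo added, 30 min RT before reading.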
Nrf2 block: blocks Nrf2 signaling. Potency, µM (highest dose often 46 µM), for inactives: top-dose activity change, negative = inhibition, hits mostly inhibitors. actives 2.1% (n = 360,000). A549 ARE-Fluc reporter, luciferase luminescence, 18-24 h; further: on the % scale 0 is the no-effect control and ±100 the full control effect; nearly all actives have a fitted effect of over 60% in size
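A549 ARE_Fluc cells (5000/well, 5% FBS OPTI-MEM) pre-incubated 2 h, then treated with compounds 18-24 h at 37C/5% CO2 in concentration-response. CellTiter-Fluor viability read first; BugLite luciferase luminescence after 15 min at room temperature gives Nrf2 activity.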
* marks the source's active call; other numbers are inactive results; i = inactive; ? = inconclusive; / = no result given; & = joins results of further samples; [ ] = remark or other dose. The call rests on the fitted dose curve; in most records, active means well fitted curve in the direction sought with a large enough effect; inconclusive means small, poorly fitted or top-dose-only effect, or another doubt; inactive means no such curve, though single readings can be large; an effect the other way counts as inactive or inconclusive. Potency means the concentration at half of the fitted maximal effect.

SMILES	TGFb SMAD3 inh	EPAC2 antag	ATXN2 expr inh	HepG2 viability	A549 viability	MCF10A rereplic	ATXN viability	Nrf2 ARE act	Nrf2 block
CCCN1CCN(C(=O)c2cn(CC(C)C)c(=O)c3cc(OC)c(OC)cc23)CC1	-3%	16%	-1%	10%	-6%	2%	i	-0.7%	20%
COc1ccc(C)cc1-n1c(-c2ccc(Cl)cc2)cc2c1CC(C)(C)CC2=O	0%	/	0%	-15%	-4%	/	i	-0.9%	17%
O=C(CN1C(=O)NC2(CCCCCC2)C1=O)c1ccc(Cl)cc1	2%	5%	18%	1%	0%	31%	i	0.2%	6%
CN(CCN1CCOCC1)Cc1nc(-c2ccc(Cl)cc2)no1	-6%	-6%	-6%	2%	1%	?	i	-0.6%	-22%
CCCCn1c(=O)c2oc3ccccc3c2n(Cc2ccc(OC)cc2)c1=O	-19%	/	/	-23%	3%	/	/	1.4%	-8%
O=C(CNc1cccc(S(=O)(=O)N2CCOCC2)c1)N1CCc2ccccc21	-10%	-9%	48%[activator]	1%	-2%	7%	i	0.5%	-13%
CC(=O)N1c2ccc(S(=O)(=O)N3CCCC3)cc2CC1C(=O)Nc1cc(C)cc(C)c1 (stereo not drawn)	-20%	9%	/	-38%	0%	20%	i	-0.9%	16%
CCOc1ccc(CN2CCN(C/C=C/c3ccc(OC)cc3)CC2CCO)cc1 (stereo not drawn)	-14%	0%	-13%[11.3 µM]	0%	-4%	?	i	0.6%	-2%
CCOc1ccc(NC(=O)c2ccc(CNc3c(NC4CCCCC4)c(=O)c3=O)cc2)cc1	17%	3%	-4%	-1%	0%	0%	i	0.4%	-12%
O=C(Nc1cccc2ccccc12)c1cccc(F)c1	-17%	-8%	15%	-9%	0%	1%	i	15%	4%
CCN(CC)C(=O)NC1CCCCCCC1	2%	-1%	5%	1%	-1%	-8%	i	-0.7%	5%
Cc1cccc(C(=O)NC(=S)Nc2ccccc2C(=O)O)c1	0%	1%	3%	-1%	0%	13%	i	16%	-12%
O=C(Cn1ccc([N+](=O)[O-])n1)NCc1nc2ccccc2[nH]1	12%	12%	/	-3%	-1%	1%	i	-0.4%	-10%
CCN(C(=O)COc1ccc(N(C)S(=O)(=O)c2ccc(NC(C)=O)cc2)cc1)C1CCCCC1	-33%	-7%	1%	-19%	-14%	?	i	1.7%	-27%
CCNC(=S)NNC(=O)c1cccn(Cc2ccc(Cl)cc2Cl)c1=O	-6%	10%[57.1 µM]	0%	-3%	2%	7%	i	0.2%	7%
Cc1ccc(S(=O)(=O)NC(C)(C)CSc2nncn2C)cc1	-9%	-2%	0%	-5%	0%	-8%	i	-1.2%	9%
Cc1ccc(CN2C(=O)N/C(=C\c3cccn3-c3cccc(C(=O)O)c3)C2=O)cc1	4%	-2%	-13%[11.3 µM]	13%	?	-12%	i	-0.3%	2.6µM*
O=C(CCCSc1ccccc1)Nc1ccc(Cl)c(S(=O)(=O)N2CCOCC2)c1	?	-11%	-27%	-4%	-9%	14%	i	3.0%	?
CCOC(=O)C1CCN(S(=O)(=O)c2csc(C(N)=O)c2)CC1	4%&7%	-6%	-4%	9%&-20%	-4%&8%	0%	i	-0.3%&-0.7%	?
CC(C)CC(C)NNC(=O)c1cc2ccccc2[nH]1 (stereo not drawn)	0%	11%	8%	13%	17%	1%	?	3.0%	?
CN(C(=O)c1ccc(NC(=O)C2CCCN(C(=O)OC(C)(C)C)C2)cc1)C1CCCC1 (stereo not drawn)	2%	-9%	-16%	-16%	-6%	2%	?	-0.4%	-4%
O=C(NCC1CCOCC1)c1cc(COc2cccc(C(F)(F)F)c2)on1	5%	-20%	?	1%	-1%	14%	i	-0.2%	23µM*
CCn1c(COc2cccc(C)c2)nnc1SCC(=O)N1CCCC1	-7%	4%	1%	3%	2%	-4%	i	-0.2%	-2%
C/C(CC(=O)NC12CC3CC(CC(C3)C1)C2)=N\NC(=O)c1cnccn1	13%	-4%	-13%	1%	-18%	0%	i	4.7%	9%
COc1ccc(-n2c(SCC(=O)NCC3CCCO3)nc3n[nH]c(C)c3c2=N)cc1 (stereo not drawn)	2%	-6%	7%	-19%	-1%	14%	i	6.2%	/
C[C@@H]1CN([C@@H](C)CO)C(=O)CCCn2cc(nn2)CO[C@H]1CN(C)C(=O)OCc1ccccc1	2%	-2%	2%	-13%	/	/	i	-0.3%	/
O=C(NCCCN1CCOCC1)c1ccc2c(=O)n(CCc3ccccc3)c(=O)[nH]c2c1	-4%	-2%	1%	-16%	-1%	13%	i	0.5%	-11%
COCCC(=O)NC1CCCc2c1cnn2-c1cccc(C)c1C (stereo not drawn)	-22%	0%	4%	-1%	-9%	-3%	i	0.0%	-8%
O=C1Nc2ccccc2C1=Nc1ccc(F)cc1	-1%	9%	-15%	-1%	2%	?	i	3.8%	2%
COC(=O)c1ccc(-c2ccco2)n1Cc1cc(C)ccc1C	4%	-4%	-13%	-13%	-1%	?	i	1.4%	-23%
COc1ccc(OC(C)C(=O)NC2CC(C)(C)NC(C)(C)C2)cc1 (stereo not drawn)	12%	7%	-22%	-15%	2%	5%	i	-0.2%	-14%
Cc1cnc(C(=O)Nc2ccc3c(c2)CCC3)cn1	-1%	-14%	9%	0%	1%	6%	i	-0.4%	?
Cc1cccc(CNC(=O)c2ccc3c(c2)N(C)CCS3)c1	23%&-9%	12%	6%&7%	-9%&-5%	0%&4%	-2%	i	-1.0%&3.3%	8%&4%
CC(C)C(=O)NC(Nc1cc(C(F)(F)F)ccc1Cl)C(Cl)(Cl)Cl (stereo not drawn)	-25%	1%	-15%	-28%	9%	1%	/	2.9%	-11%
Cc1ccc(N(CC(=O)Nc2cccc(Cl)c2C)S(C)(=O)=O)cc1	1%	4%	6%	-7%	10%	-8%	i	-0.7%	15%
CCOC(=O)C1=C(C)NC(SCC(=O)Nc2cc(C)on2)=C(C#N)C1c1cccs1 (stereo not drawn)	-29%	-13%	-7%	-15%	3%	?	i	2.3%	?
Cc1ccc(C(=O)COC(=O)c2nc3nccc(C)n3n2)c(C)c1	-2%	8%	9%	2%	-2%	0%	?	-0.1%	3%
O=C(c1cc(-c2ccccc2)nn1-c1ccccc1)N1CCN(S(=O)(=O)c2cccc(F)c2)CC1	?	10%	9%	-21%	-2%	2%	i	0.1%	14%
CCOC(=O)c1c(S(=O)(=O)N2CCN(c3ccc(C(C)=O)cc3)CC2)c(C)n(C)c1C	14%	-2%	11%	-2%	1%	7%	i	-0.4%	12%
CC(C)(C)C(=O)NC(=S)NCCc1ccccc1	2%	-3%	49%[activator]	-18%	-4%	3%	i	0.1%	3%
Cc1ccccc1Nc1c(-c2c[nH]c3ccccc23)nc2ccccn12	19%	/	39%[activator]	-18%	1%	/	i	26%	0%[9.27 µM]
NC(=O)c1sc2nc(-c3ccccc3)c3c(c2c1N)CCCC3	-27%	-27%	11%	-3%	16%	21µM*	/	-0.4%	?
CCCCc1ccc(NC(=S)Nc2ccc(Nc3ccc(OC)cc3)cc2)cc1	8.9µM*	-11%	-6%	-9%	9%	21µM*	i	5.7%	-20%
CCOC(=O)C1CCCN(S(=O)(=O)c2cc3c4c(c2)CCC(=O)N4CCC3)C1 (stereo not drawn)	-13%	-3%	-10%	-5%	0%	2%	i	3.6%	?
CCn1c(C)c(C(C)=O)c(N2CCN(c3ccc(OC)cc3)CC2)nc1=S	6%	1%	-7%	-8%	3%	15%	i	0.0%	-4%
CCn1cc(NC(=O)Nc2ccccc2C(=O)OC)c(C(N)=O)n1	1%	-10%	-12%	-22%	-3%	-15%	i	-0.2%	/
O=C(NCc1ccccc1)C1CCCN1S(=O)(=O)c1ccc(Cl)cc1 (stereo not drawn)	-2%	1%	-22%	5%	-7%	-2%	i	-0.1%	-11%
c1ccc(CN=C2CCCc3ccccc3N2)cc1	-14%	9%	/	-15%	/	/	i	-0.4%	/
C[C@H](CO)N1C[C@H](C)[C@@H](CN(C)Cc2ccc(-c3ccccc3)cc2)Oc2c(NS(=O)(=O)c3cccs3)cccc2C1=O	?	10%	?	-18%	-9%	?	?	0.1%	0%
O=C(NC1=NCCS1)c1ccc(Cl)c(Cl)c1	-6%	1%	48%[activator]	-30%	-3%	1%	i	12%	?
Cc1[nH]nc2c1C(c1ccccc1F)CC(=O)N2 (stereo not drawn)	-18%	7%	4%	-18%	-6%	12%	i	-0.3%	-11%
O=C(COc1ccccc1)NC(Cc1c[nH]c2ccccc12)C(=O)O (stereo not drawn)	0%	0%	3%	-13%	-4%	7%	i	0.1%	2%
COc1ccc(C2CC(c3cccs3)=NN2C(=O)CCC(=O)O)cc1OC (stereo not drawn)	-19%	4%	13%	-21%	1%	4%	i	0.2%	?
Cc1cccc(NC(=S)N2CCN(C(=O)c3ccco3)CC2)c1	5%	5%	-6%	5%	2%	4%	i	-0.8%	-18%
CC1Cc2ccccc2N1S(=O)(=O)c1cccc(C(=O)NCCCn2ccnc2)c1 (stereo not drawn)	-12%	-6%	-15%	-13%	-9%	17%	i	-0.1%	?

A portion of the library, so the mix of outcomes need not match the whole.
